High-throughput results (PubChem)
ROMK mod = modulates human ROMK potassium channel activity. Tet-inducible ROMK, thallium flux fluorescence; actives lie on both sides. B-score at 10 µM. hit rate 2% among 130,000. AID 1918;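 active = signal ratio slope over the read window, or its plate-corrected B-score, at least 3 SD from the plate mean, either direction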;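 note: B-score of the F/F0 ratio slope over 7 to 12 s after thallium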
PPARg SRC3 recr = PPARgamma-driven SRC-3 recruitment agonism; activation, % at 8 µM; P37231; AID 731; biochemical PPARgamma/SRC-3 coactivator recruitment assay; hit rate 0.26% among 200,000; in the data active = activation above about 23%;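 note: 0% = DMSO and 100% = reference agonist; some compounds past the cut are filed as inactive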
Diaphorase act = activates diaphorase or chemically reduces, flagging diaphorase assay artifacts | Diaphorase/resazurin coupled assay, resorufin fluorescence, 16 min; active compounds read high; 1 = vehicle wells, 0 = NADH-free wells | activation factor at 20 µM | hit rate 0.005% among 190,000 | AID 1229;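 active = diaphorase activity raised at least twofold by the compound at 20 µM; inactive = activation factor below 2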
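Material: Clostridium kluyveri diaphorase, purified enzyme; Quantity: enzyme 0.07 U/mL final; Medium: HEPES pH 7.4 buffer with MgCl2 and Tween 20; Dosing: single compound dose of 20 µM, 1% DMSO final; Schedule: 16 min reaction at room temperature; Measured by: red resorufin fluorescence at 544/590 nm excitation/emission.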
G6PDH counter = L. mesenteroides G6PDH inhibition counter-screen; inhibition, % at 5 µM; AID 1020; Purified L. mesenteroides G6PDH, diaphorase/resazurin coupled fluorescence, 45 min; hit rate 0.12% among 200,000; in the data active = inhibition above about 50%
PPARg SRC2 recr = agonists of SRC-2 recruitment by human PPARgamma. activation, % at 8 µM. hit rate 0.34% among 200,000. PPARgamma LBD-SRC-2 recruitment, biochemical. AID 1032; in the data active = activation above about 22%;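 note: 0% = vehicle and 100% = reference agonist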
PPARg SRC-1 ag = agonists of human PPARgamma SRC-1 coactivator recruitment; PPARgamma-SRC-1 coactivator recruitment biochemical assay; activation, % at 8 µM; hit rate 0.41% among 200,000; in the data active = activation above about 19%;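 note: 0% = DMSO and 100% = reference agonist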
PMI act = phosphomannose isomerase (human) activation; P34949; purified human PMI, coupled resazurin fluorescence, 20 min; active compounds read high; 1 = vehicle control, 0 substrate-free wells; activation factor at 20 µM; hit rate 0.005% among 190,000; AID 1214;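 active = activation factor of 2 or more at 20 µM, relative to plate controls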
Target sequence (P34949 whole entry, looked up): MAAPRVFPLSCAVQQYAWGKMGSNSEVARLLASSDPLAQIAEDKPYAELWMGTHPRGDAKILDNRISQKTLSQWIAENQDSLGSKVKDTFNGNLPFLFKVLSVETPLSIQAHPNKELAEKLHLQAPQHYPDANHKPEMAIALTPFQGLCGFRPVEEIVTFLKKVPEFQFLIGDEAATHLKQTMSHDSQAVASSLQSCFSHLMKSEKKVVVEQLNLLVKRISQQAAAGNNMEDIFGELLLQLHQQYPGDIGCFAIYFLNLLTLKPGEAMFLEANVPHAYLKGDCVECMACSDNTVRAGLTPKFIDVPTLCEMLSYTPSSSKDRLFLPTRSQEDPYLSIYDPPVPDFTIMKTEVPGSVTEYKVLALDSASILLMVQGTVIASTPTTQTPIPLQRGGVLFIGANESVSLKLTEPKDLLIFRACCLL
SRC2 TRFRET art = flags TR-FRET format artefacts in PPARgamma SRC-2 recruitment agonist screen; TR-FRET artefact counter-screen; active compounds read high; TR-FRET ratio at 8 µM; hit rate 0.4% among 200,000; in the data active = TR-FRET ratio above about 2000; note: inactives centre near 1500
S1P3 antagonist = antagonists of human S1P3 receptor; Q99500; CHO S1P3 NFAT-BLA reporter, FRET fluorescence, antagonist mode; inhibition, % at 4.98 µM; hit rate 0.27% among 170,000;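 active = inhibition above the plate cutoff, the mean inhibition of test wells on that plate plus 3 SD, cut at about 28% in these data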;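 note: cells challenged with S1P at its EC80 of 0.8 µM; blue over green emission ratio from cleaved BLA substrate after 4 h stimulation; 0% = S1P-stimulated wells and 100% = unstimulated DMSO-only wells; some compounds past the cut are filed as inactive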
Target sequence (Q99500 whole entry, looked up): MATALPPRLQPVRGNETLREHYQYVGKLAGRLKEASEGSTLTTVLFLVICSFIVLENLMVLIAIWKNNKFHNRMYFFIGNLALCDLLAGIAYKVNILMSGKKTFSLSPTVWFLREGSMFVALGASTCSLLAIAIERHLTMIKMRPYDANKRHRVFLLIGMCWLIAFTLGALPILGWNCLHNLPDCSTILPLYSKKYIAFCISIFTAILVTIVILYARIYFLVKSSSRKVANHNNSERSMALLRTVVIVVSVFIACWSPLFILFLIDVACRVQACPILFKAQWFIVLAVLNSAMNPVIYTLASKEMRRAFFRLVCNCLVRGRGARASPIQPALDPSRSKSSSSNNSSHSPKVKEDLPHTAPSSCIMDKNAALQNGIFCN
PMI act satM6P = activators of human phosphomannose isomerase at near-saturating mannose 6-phosphate; P34949; coupled PMI enzyme assay, resazurin fluorescence, 20 min; active compounds read high; 1 = untreated enzyme, 0 = substrate-free blank; activation factor at 20 µM; hit rate 0.34% among 190,000;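 active = activation factor of 2 or more at 20 µM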
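Test system: human phosphomannose isomerase with PGI, G6PDH, diaphorase coupling enzymes; amount: 15 ng/mL PMI; incubation: enzyme reaction with compound 20 min at room temperature; technique: resorufin fluorescence (Ex 544/Em 590 nm) from resazurin via diaphorase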
Diaphorase inh = counter-screen for diaphorase-based assays: diaphorase inhibitors and chemical oxidizers; diaphorase resazurin-to-resorufin fluorescence, NADH, 16 min; bacterial (C. kluyveri) enzyme, not human; hit rate 0.69% among 190,000; inhibition, % at 20 µM;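 active = primary screen inhibition at 20 µM above a set limit, cut at about 50% in these data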;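 note: plate controls were DMSO with full reaction for no effect and wells lacking NADH for full effect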
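System: Bacterial diaphorase enzyme (C. kluyveri) | Incubation: 16-min room-temperature incubation before reading | Benchmarks: No-NADH positive control and DMSO neutral control | Measured by: Resorufin fluorescence 544/590 nm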
An asterisk follows results filed as active; nt = no result given.

SMILES	ROMK mod	PPARg SRC3 recr	Diaphorase act	G6PDH counter	PPARg SRC2 recr	PPARg SRC-1 ag	PMI act	SRC2 TRFRET art	S1P3 antagonist	PMI act satM6P	Diaphorase inh
O=C(CN1C(=O)C2C3C=CC(C3)C2C1=O)Nc1nc2ccccc2[nH]1 (centres undefined)	-0.46	6	1	5	9	8	1	1519	nt	1	1
O=C(CCCc1c[nH]c2ccccc12)Nc1ccc2ccccc2c1	0.11	4	0.8	-2	1	4	0.9	1612	22	0.8	19
Cc1ccc2c(c1)c1ncnc(N3CCc4ccccc4C3)c1n2C	nt	-4	0.7	-8	8	3	0.9	1569	-1	0.9	26
COC(=O)c1ccc(Cc2ccc(C(=O)OC)o2)o1	nt	10	0.8	-5	5	2	0.9	1610	-8	1	16
CCn1c(=O)cc(OCC(=O)N(C)c2ccccc2F)c2ccccc21	nt	-5	0.8	4	4	-4	1	1706	-6	0.9	19
CC1=Nn2c(nc(-c3ccccc3)c2-c2ccccc2)N(CC(N)=O)C(=O)C1	nt	7	0.9	-2	8	11	1	1670	26	1	14
CCOC(=O)c1sc(N)c(C#N)c1CSc1nc2ccc(C)cc2[nH]1	0.29	5	0.8	4	11	2	0.7	1563	nt	0.8	20
CCCn1c(N)c(C(=O)CSc2nnc(-c3cccnc3)n2-c2ccc(C)cc2C)c(=O)[nH]c1=O	nt	6	0.9	-15	-5	2	1.1	1610	-25	1.1	9
O=C(NNC(=O)c1ccccc1[N+](=O)[O-])c1ccco1	0.81	4	1.1	14	-6	4	1.1	1698	-11	1	-6
CC1CC(C)CN(CC(O)COc2ccc3c(c2)CCC3)C1 (centres undefined)	-1.1	2	1	8	4	5	1.1	1613	-13	1.1	5
CC(C(=O)Nc1ccc(N2CCOCC2)cc1)N1C(=O)c2ccccc2C1=O (centres undefined)	nt	2	0.9	17	7	11	0.9	1756	-8	0.9	11
CC(C(=O)Nc1cccc(S(=O)(=O)N2CCOCC2)c1)N1CCN(C/C=C/c2ccccc2)CC1 (centres undefined)	-0.93	4	0.9	2	9	-1	1	1407	0	1	14
CCOc1ccc(N(CC(=O)NC(C)(C)C)C(=O)c2ccco2)cc1	nt	-1	0.9	15	7	6	1.1	1562	-1	1.1	8
CC(=O)N1CCN(CC(=O)Nc2cc([N+](=O)[O-])ccc2Cl)CC1	0.12	5	1	6	11	13	1.3	1731	0	1.1	-1
O=C(Cc1ccc(F)cc1)OCC(=O)c1cc2ccccc2o1	nt	3	0.7	2	-3	3	0.9	1568	-12	0.8	27
COc1cc(/C=N/NC(=O)C(=O)NCc2cccnc2)ccc1O	nt	8	1	6	3	-1	0.9	1665	-5	1	2
O=C(N/N=C1\CC(c2ccccc2)Oc2ccccc21)c1cccnc1 (centres undefined)	-0.35	2	1.2	-2	-1	-1	1.2	1574	-6	1.3	-17
CN1CCN(c2oc(COc3ccc(-c4ccccc4)cc3)nc2C#N)CC1	nt	-7	0.8	15	-4	-10	0.8	1407	9	0.8	24
CCCCn1cnc2cc(NCc3cccc(OC)c3O)ccc21	nt	1	0.8	14	-2	3	0.9	1429	-32	0.6	23
O=C(NCCc1ccc(Cl)cc1)C1CCCN(S(=O)(=O)c2cnc[nH]2)C1 (centres undefined)	nt	0	1.1	-2	-8	-3	1.1	1323	-9	1.2	-7

A different layout for part of the listing above.
The line under a structure holds: ROMK mod, PPARg SRC3 recr, Diaphorase act, G6PDH counter, PPARg SRC2 recr, PPARg SRC-1 ag, PMI act, SRC2 TRFRET art, S1P3 antagonist, PMI act satM6P, Diaphorase inh
> CC1CC(C)CN(CC(O)COc2ccc3c(c2)CCC3)C1 (centres undefined)
→ -1.1, 2, 1, 8, 4, 5, 1.1, 1613, -13, 1.1, 5
> CC(C(=O)Nc1ccc(N2CCOCC2)cc1)N1C(=O)c2ccccc2C1=O (centres undefined)
→ nt, 2, 0.9, 17, 7, 11, 0.9, 1756, -8, 0.9, 11
> CC(C(=O)Nc1cccc(S(=O)(=O)N2CCOCC2)c1)N1CCN(C/C=C/c2ccccc2)CC1 (centres undefined)
→ -0.93, 4, 0.9, 2, 9, -1, 1, 1407, 0, 1, 14
> CCOc1ccc(N(CC(=O)NC(C)(C)C)C(=O)c2ccco2)cc1
→ nt, -1, 0.9, 15, 7, 6, 1.1, 1562, -1, 1.1, 8

Other compounds follow.
SMILES	ROMK mod	PPARg SRC3 recr	Diaphorase act	G6PDH counter	PPARg SRC2 recr	PPARg SRC-1 ag	PMI act	SRC2 TRFRET art	S1P3 antagonist	PMI act satM6P	Diaphorase inh
N=C1C=CC=C2C1=NC1(CCCCC1)N2O	nt	5	0.4	-24	11	10	0.3	1719	-6	0.3	64*
CCOC(=O)N1CCN(S(=O)(=O)c2ccc3c(c2)OCC(=O)N3)CC1	-2.5*	-8	0.9	8	0	1	1.1	1410	-1	1	6
CCOc1ccc(C(=O)NCCc2ccc3c(c2)OCCO3)cc1	-0.81	3	0.8	5	2	0	0.9	1652	-1	0.9	19
CCN1C=C(C(=O)OC)C(c2cccc(C)c2)C(C(=O)OC)=C1	nt	-1	0.9	-1	10	0	1	1548	nt	1	13
NC1=NC(c2cccc(O)c2)n2c(nc3ccccc32)N1 (centres undefined)	0.62	-8	1	1	-10	5	1.1	1617	-22	1	-1
CCOC(=O)C1=C(N)N(c2ccccc2)C(=O)C1	0.39	-5	0.9	-4	8	-8	0.9	1423	nt	1	9
O=C(NNc1c2ccccc2nc2ccccc12)c1ccc(O)cc1	-0.31	11	0.9	-12	11	10	0.8	1612	-3	0.9	9
O=C(CSc1ccccc1C(=O)O)NCc1ccc(Cl)cc1	0.94	1	0.9	-3	7	1	1.1	1551	-12	1	6
COc1ccc(NC(=O)c2cccnc2N2CCCCC2)cc1	-0.12	-16	0.9	2	8	1	1.1	1669	-3	1.1	5
Oc1c(C(Nc2ccccn2)c2cccnc2)cc(Cl)c2cccnc12 (centres undefined)	-0.62	2	0.7	7	-2	1	0.8	1878	-1	0.6	28
COc1ccccc1C(=O)Nc1cccc(NC(C)=O)c1	0.34	-1	0.9	10	6	2	1	1684	-20	0.9	8
COCC(C)N=C1NN=C(c2cccs2)C(CC(=O)O)S1 (centres undefined)	nt	1	0.8	5	3	0	0.8	1578	-7	0.8	17
COC(=O)c1cc(C(=O)OC)n(Cc2ccc(F)cc2)c1C	-0.18	-1	0.8	0	-5	-1	0.9	1463	12	1	20
O=C(OCc1nc2ccccc2s1)c1cccs1	nt	6	0.9	-8	3	8	1	1542	-9	0.9	6
CCCOc1ccc(C(=O)Nc2cc(-c3nn4c(C)nnc4s3)ccc2C)cc1	nt	4	0.9	9	5	8	0.9	1630	-48	0.9	9
CCc1nnc(NC(=O)c2ccc(N3C(=O)CCC3=O)cc2)s1	nt	3	0.9	18	3	-3	0.9	1506	-28	0.9	12
CCO[C@@H]1OC(C(N)=O)=C[C@H](c2ccc(C(F)(F)F)cc2)[C@H]1CCCO	nt	1	0.8	22	6	7	0.9	1496	-22	0.9	21
CCSc1nc2c(c(=O)[nH]1)C(c1ccncc1)C(C(=O)OC)=C(C)N2 (centres undefined)	-0.065	2	0.8	2	-3	-8	0.9	1374	-25	0.9	16
COC(=O)Cn1c(SCc2ccccc2)nc2ccccc21	-1.3	-5	0.9	0	3	3	1.1	1451	nt	1.1	6
CCCN(CCC)C(=O)Cc1ccc(F)cc1	-0.054	-2	1.1	4	-1	2	1.1	1451	-17	1.1	-8
NS(=O)(=O)c1cc2c(cc1C(F)(F)F)NCNS2(=O)=O	-0.57	-1	0.9	16	1	5	0.9	1542	0	1	6
Cc1cc2oc(C(=O)NCc3ccc(S(N)(=O)=O)cc3)c(C)c2cc1C	-0.16	0	0.8	2	-7	10	1	1524	-4	1	16
Cc1c(CC=C(Cl)Cl)c(=O)[nH]c2c(C)cccc12	nt	2	0.9	-3	7	2	0.9	1727	-16	0.9	12
COc1ccccc1NC(=O)Cn1cnc2c(nnn2-c2ccc(C)cc2)c1=O	-1.1	2	0.9	3	3	1	0.9	1509	-14	0.8	10
Cc1ccccc1OCC(O)Cn1c(Br)nc2c1c(=O)[nH]c(=O)n2C (centres undefined)	-0.65	8	1	-1	1	9	1.1	1635	-15	1.1	-3
CCCCN(Cc1ccccc1)S(=O)(=O)c1cc(Br)cc2c1N(C(C)=O)C(C)C2 (centres undefined)	-3.1	-2	0.8	10	-3	3	0.9	1309	nt	1	21
CCCCCn1c(CCNC(=O)c2cccs2)nc2ccccc21	nt	-6	0.9	-11	3	0	1	1669	nt	1	12
CCNc1nc(NCC)nc(Oc2ccc(OCC)nn2)n1	nt	-1	0.9	0	2	2	1	1445	-23	1	14
CCOCCCN1CN(S(=O)(=O)c2ccc(Cl)cc2)c2nc3ccccc3nc21	nt	5	0.9	1	8	4	1.2	1673	nt	1.4	14
O=C(NCc1ccccc1)C(c1cccs1)N(Cc1cccs1)C(=O)c1cnccn1 (centres undefined)	nt	8	0.9	7	-3	-3	1	1500	nt	0.9	10
Cc1c(C(=O)NC(=S)Nc2ccccc2N2CCCC2)cccc1[N+](=O)[O-]	0.88	0	0.8	16	-11	-4	0.7	1576	11	0.9	24
O=C(c1cnccn1)N(Cc1cccs1)C1(C(=O)NC2CCCCC2)CCCCC1	0.18	3	0.9	-7	-4	-10	0.9	1265	-3	1	14
Cc1cc(C)cc(OCC(=O)NNC(=O)c2cc3ccccc3oc2=O)c1	nt	8	1	12	-1	0	1	1662	nt	0.9	-1
CCCN(Cc1cc2cc(C)ccc2[nH]c1=O)C(=O)c1cccc(OC)c1	nt	7	1	16	8	5	1	1482	-4	1	-5

Compound profiles (already shown). Order of values: ROMK mod | PPARg SRC3 recr | Diaphorase act | G6PDH counter | PPARg SRC2 recr | PPARg SRC-1 ag | PMI act | SRC2 TRFRET art | S1P3 antagonist | PMI act satM6P | Diaphorase inh
O=C(CSc1ccccc1C(=O)O)NCc1ccc(Cl)cc1 is listed with 0.94 | 1 | 0.9 | -3 | 7 | 1 | 1.1 | 1551 | -12 | 1 | 6
CCCN(CCC)C(=O)Cc1ccc(F)cc1 is listed with -0.054 | -2 | 1.1 | 4 | -1 | 2 | 1.1 | 1451 | -17 | 1.1 | -8
CC(C(=O)Nc1ccc(N2CCOCC2)cc1)N1C(=O)c2ccccc2C1=O (centres undefined) is listed with nt | 2 | 0.9 | 17 | 7 | 11 | 0.9 | 1756 | -8 | 0.9 | 11
CCCOc1ccc(C(=O)Nc2cc(-c3nn4c(C)nnc4s3)ccc2C)cc1 is listed with nt | 4 | 0.9 | 9 | 5 | 8 | 0.9 | 1630 | -48 | 0.9 | 9
CCOC(=O)N1CCN(S(=O)(=O)c2ccc3c(c2)OCC(=O)N3)CC1 is listed with -2.5* | -8 | 0.9 | 8 | 0 | 1 | 1.1 | 1410 | -1 | 1 | 6
